sdo1 growth: compounds rescuing growth of sdo1-depleted yeast, bone marrow failure model. S. cerevisiae sdo1-depleted JHY4D growth rescue, OD600 30 h; stronger effect = higher value; pdr5 snq2 efflux-pump mutant strain. z-score at 10 µM. 140,000 compounds, 0.21% hits;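 active = z-score above 3 at both the 24 hr and the 30 hr optical density reads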;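 note: z-score against mean and SD of all compound wells on the same plate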
Insulin prom inh: TRM-6 insulin promoter activity inhibition; 130,000 compounds, 0.9% hits; inhibition, % at 2 µM; TRM-6 cells (human fetal islet line), insulin promoter-eGFP reporter, imaging; reporter expression induced with tamoxifen; AID 1273;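 active = inhibition above the mean plus 3 SD, with well images judged a real hit on visual review, cut at about 60% in these data, passing the limit was not always enough; inconclusive = inhibition over the cutoff but images rejected on review; inactive = inhibition not above the cutoff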
sdo1 growth Rescue 24 h: recorded beside sdo1 growth, whose call it bears; z-score; S. cerevisiae sdo1-depleted JHY4D growth rescue, OD600; measured here: growth rescue at 24 h;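 0 is the plate mean of compound wells and units are plate SD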
The depositor's hits bear a star; i = inactive; ? = inconclusive; . = no result given. The list is partial; the hit share may differ from the screen's.

sdo1 growth,sdo1 growth Rescue 24 h,Insulin prom inh,canonical_smiles
-0.1,0,-20,O=C(Oc1ccc(-c2ccccc2)cc1)C1C2CCCCC21 (stereo unspecified)
-0.35,-1.1,0,Cc1ccc(Cn2nc(C)c(NC(=O)C3(C)CC3(Br)Br)c2C)cc1 (stereo unspecified)
0.23,0.49,22,COc1ccc(OCCC(=O)OCC(=O)NC(=O)NC(C)C)cc1
-0.07,-0.38,53,CC12CCC(C(=O)NC3CCCC3)(CC1=O)C2(C)C (stereo unspecified)
.,.,25,CCCNC(=O)NC(=O)CSc1nncs1
.,.,-67,O=C(Cn1nc(Cc2cccnc2)c2ccccc2c1=O)Nc1cccnc1Cl
0.64,-0.08,-14,COc1cccc(NC(=O)N2CCCC2C(=O)NC2CC2)c1 (stereo unspecified)
2.1,2.5,-51,COc1ccccc1/C=C/C(=O)NCC(=O)N/N=C/c1cccnc1
0.42,0.54,7,Cc1nn(-c2ccccc2)c2c1C(=O)N(c1ccccc1)C(=O)C(C)(C)C2
.,.,38,CC(NC(N)=O)C(=O)OCC(=O)c1ccc(-c2ccccc2)cc1 (stereo unspecified)
-0.25,-0.17,35,O=c1cc(O)c2sc(Nc3ccc(F)cc3)nc2[nH]1
2.2,1.6,-3,C=CCCCCCCCCC(=O)Nc1c[nH]c(=O)[nH]c1=O
-1.1,-0.27,.,CNc1oc(-c2ccc(Cl)cc2)nc1P(=O)(c1ccccc1)c1ccccc1
0.72,1.1,27,COc1cc(C(=S)N2CCCCC2)ccc1O
-0.46,-0.44,3,Nc1nc2nc(-c3ccc(OCc4ccccc4)cc3)cc(C(F)(F)F)n2n1
.,.,43,CCOc1ccc(CC(=O)Nc2nccs2)cc1
0.37,0.06,42,CCc1ccccc1NC(=O)CSc1ncn[nH]1
-0.3,-0.63,-32,O=C(CSc1ncn[nH]1)Nc1ccccc1Sc1ccccc1
-0.44,-0.13,?,Cc1ccc(S(=O)(=O)NNC(=O)c2cnn(-c3ccccc3)c2-n2cccc2)cc1
1.1,2.1,-23,CCn1c(SCC(=O)Nc2nc(C)c(C)s2)nnc1-c1cccs1
0.93,1.3,.,Cc1cc(C)c(NC(=O)NC(=O)c2cccc(F)c2)c(C)n1
-0.02,-0.85,.,COC1=CC(=O)OC12CCCCC2
-0.33,-0.91,37,C=C(C)CN1C(=O)c2ccccc2C1=O
-0.7,0.62,.,O=C(/C=C/c1cc2c(cc1Br)OCO2)NCc1ccc(Cl)cc1

16 of these compounds, set out differently.
compound	sdo1 growth	sdo1 growth Rescue 24 h	Insulin prom inh
Cc1nn(-c2ccccc2)c2c1C(=O)N(c1ccccc1)C(=O)C(C)(C)C2	0.42	0.54	7
CC(NC(N)=O)C(=O)OCC(=O)c1ccc(-c2ccccc2)cc1 (stereo unspecified)	.	.	38
O=c1cc(O)c2sc(Nc3ccc(F)cc3)nc2[nH]1	-0.25	-0.17	35
C=CCCCCCCCCC(=O)Nc1c[nH]c(=O)[nH]c1=O	2.2	1.6	-3
CNc1oc(-c2ccc(Cl)cc2)nc1P(=O)(c1ccccc1)c1ccccc1	-1.1	-0.27	.
COc1cc(C(=S)N2CCCCC2)ccc1O	0.72	1.1	27
Nc1nc2nc(-c3ccc(OCc4ccccc4)cc3)cc(C(F)(F)F)n2n1	-0.46	-0.44	3
CCOc1ccc(CC(=O)Nc2nccs2)cc1	.	.	43
CCc1ccccc1NC(=O)CSc1ncn[nH]1	0.37	0.06	42
O=C(CSc1ncn[nH]1)Nc1ccccc1Sc1ccccc1	-0.3	-0.63	-32
Cc1ccc(S(=O)(=O)NNC(=O)c2cnn(-c3ccccc3)c2-n2cccc2)cc1	-0.44	-0.13	?
CCn1c(SCC(=O)Nc2nc(C)c(C)s2)nnc1-c1cccs1	1.1	2.1	-23
Cc1cc(C)c(NC(=O)NC(=O)c2cccc(F)c2)c(C)n1	0.93	1.3	.
COC1=CC(=O)OC12CCCCC2	-0.02	-0.85	.
C=C(C)CN1C(=O)c2ccccc2C1=O	-0.33	-0.91	37
O=C(/C=C/c1cc2c(cc1Br)OCO2)NCc1ccc(Cl)cc1	-0.7	0.62	.

(further entries)
sdo1 growth,sdo1 growth Rescue 24 h,Insulin prom inh,canonical_smiles
0.98,0.46,-11,Cc1csc2ncc(C(=O)Nc3ccon3)c(=O)n12
0.12,-0.01,i,CCOC(=O)Nc1ccc2c(CN3C(=O)NC4(CCCC4)C3=O)cc(=O)oc2c1
0.49,-0.11,.,CCOC(=O)N1CCC(Nc2ccc3nnc(-c4ccccc4)n3n2)CC1
0.87,-0.78,40,O=C(NC(=S)Nc1ccc(N2CCOCC2)cc1)c1cccc([N+](=O)[O-])c1
.,.,78*,COc1ccc(OC)c(CNC(=O)Cc2c(C(=O)O)[nH]c3ccc(Cl)cc23)c1
0.04,-0.22,33,CN1CCC(=C2c3ccccc3C=Cc3ccccc32)CC1
-1.8,-1.4,0,Cc1ccccc1C(=O)c1cccn1CC(=O)N1CCCCCC1
-0.52,-0.12,-3,CCc1cccc(C)c1NC(=O)CSc1nnc(CCCOc2ccc(Cl)cc2Cl)n1C
0.57,0.48,25,CN(CC(=O)Nn1cnnc1)S(=O)(=O)c1ccccc1
1.6,2.1,7,O=C(Cn1cccc1C(=O)c1ccccc1)NCCCN1CCOCC1
.,.,43,O=C(O)c1ccc(C(=O)c2ccc3c(c2)C(=O)N(CC2CCCO2)C3=O)cc1 (stereo unspecified)
0.61,0.3,-15,[N-]=[N+]=CC(=O)CC(c1ccccc1)N1C(=O)c2ccccc2C1=O (stereo unspecified)
.,.,-256,COc1ccc(CCC(=O)NCc2cn3ccsc3n2)cc1
-0.92,-1.7,-210,Cc1ccc(S(=O)(=O)/N=C2/C=C(Sc3ncn[nH]3)C(=O)c3ccccc32)cc1
1.1,0.27,-19,O=C(C1CCCC1)N(c1ccccc1)C1C=CS(=O)(=O)C1 (stereo unspecified)
.,.,0,O=[N+]([O-])c1c(Nc2ccccc2O)ccc2nonc12
.,.,-73,CCOC(=O)COc1c(/C=N\O)cc(Cl)cc1OC
-0.46,-0.48,22,O=C(c1ccc2c(c1)OCO2)N1CCN(c2ccc(C(F)(F)F)cn2)CC1
-1.7,-0.25,.,COc1ccc(OC)c(C(c2nnnn2C2CCCC2)N2CCN(c3ccc(F)cc3)CC2)c1 (stereo unspecified)
-0.16,-0.42,-281,CCn1ncc(CNC(=O)CCSc2nc(-c3ccco3)cc(C(F)(F)F)n2)c1C
-0.52,-0.63,.,O=C(CN1CCc2[nH]c3ccccc3c2C1)N1CCCCC1
0.26,0.61,.,COc1ccc(-c2nc3n(c2Br)CCC3)cc1
1.4,0.98,50,CCOC(=O)N1CCN(c2ccccc2O)CC1
-0.06,0.1,.,COc1ccc(-n2c(NC(=O)c3ccco3)c(C#N)c3nc4ccccc4nc32)cc1
0.2,-0.17,52,C/C(=N\NC(=O)c1ccc(C)cc1)C1C(=O)c2ccccc2C1=O
0.56,-0.44,-14,COc1cc(CC(=O)OCC(=O)Nc2cc(S(=O)(=O)N3CCCC3)ccc2Cl)cc(OC)c1OC
.,.,-6,N#CCCn1cc(/C=C2\NC(=S)N(c3ccccc3)C2=O)c(-c2ccc(-c3ccccc3)cc2)n1
0.55,0.21,40,O=C(O)C1CC=CCC1C(=O)Nc1cccc(Cl)c1 (stereo unspecified)
-1.6,-0.99,-12,N#Cc1c(NC(=O)CSc2ncn[nH]2)sc2c1CCCCC2
1.2,0.34,36,CCOC(=O)c1nnc2ccnn2c1N
0.22,-0.79,41,COc1cc(OC)cc(C(=O)N[C@H](C(=O)OCC(=O)NC(C)c2ccccc2)C(C)C)c1 (stereo partly specified)
1.3,1.8,.,CCOC(=O)COc1c(Cl)cc(C2NC(=S)NC(c3ccccc3)=C2C(C)=O)cc1OCC (stereo unspecified)
-0.45,-1.2,26,O=C(Nc1cc2c(cc1Br)OCCO2)c1ccco1
.,.,46,COc1ccccc1N(Cc1cc2cccc(C)c2[nH]c1=O)C(=O)C(C)C
.,.,30,Cc1cccc(OCc2n[nH]c(=S)n2-c2ccccc2)c1
0.05,-0.11,-6,COc1ccc(OC)c(/C=N/N=C2\SCC(=O)N2Cc2ccco2)c1
-0.22,-0.11,.,COCCCNC(=O)Cn1nnc(-c2ccccc2NC(=O)c2ccc(F)cc2)n1
0.66,0.57,-19,O=C(N/N=C/c1ccccc1OCC(=O)N1CCCC1)C(=O)Nc1ccccc1F
.,.,7,COc1ccc(CC2(CO)CCN(C/C=C/c3ccccc3OC)CC2)cc1
0.39,0.11,6,COc1cccc(-n2c(C)nc3cc(C(=O)O)ccc32)c1
.,.,-80,COc1cc2c(C(=O)OCCN(C)C)c(CSc3ccccc3)n(C)c2cc1Br
-1.6,-0.99,-25,CCNc1ccc(Br)cc(C(=O)/C=C/c2ccc(Cl)cc2Cl)c1=O
-0.69,-0.68,-32,O=C(c1cnn2c(C(F)(F)F)cc(-c3ccccc3)nc12)N1CCCc2ccccc21
0.19,-0.57,-5,CC(C)C(NC(=O)c1cccs1)c1nnc(SCC(=O)Nc2nccs2)n1C (stereo unspecified)
-0.27,-0.77,-288,O=C(Nc1ccc(Cc2ccncc2)cc1)c1ccc(Br)o1
-0.17,0.23,31,CCN1CCN(C(=O)C(C)N(c2ccc(C)cc2)S(C)(=O)=O)CC1 (stereo unspecified)
0.28,-0.35,75*,CCCn1c(SCC(=O)Nc2nc(C)cs2)nnc1-c1cccnc1
1.6,1.3,-500,O=c1cc(CSc2nnnn2-c2ccccc2)nc2nc[nH]n12
.,.,48,CCc1nnc(NC(=O)c2ccc3ccccc3n2)s1
0.64,0.26,-73,CN1C(=O)NC2(O)C(=O)c3ccccc3C12O (stereo unspecified)
-0.3,-0.51,.,CCOc1ccc2[nH]c(=O)c(CN(Cc3ccco3)Cc3nnnn3Cc3ccccc3)cc2c1
1.2,0.62,-5,CC(C)(S)[C@@H](N)C(=O)O
0.5,0.57,-12,CCOc1ccc(CCNC(=O)CSc2cc(=O)n(C)c3ccc(Cl)cc23)cc1OCC
.,.,-127,COc1cccc(CN(C)CC(=O)Nc2cccc(C(F)(F)F)c2)c1OC
-0.68,-1.1,-69,CCS(=O)(=O)Nc1c(C)n(C)n(-c2ccccc2)c1=O
0.64,0.81,-42,CCOC(=O)CSc1nnc(CSc2nc3ccccc3c(=O)[nH]2)n1-c1ccccc1
-0.29,-1.4,.,O=C(NCc1cn2ccsc2n1)c1cccc(C(F)(F)F)c1
-0.97,0.44,-11,Cc1cc(C)cc(NC(=O)CCc2nc3ccccc3[nH]2)c1
.,.,-36,CCS(=O)(=O)Nc1cccc(-c2ccc3nnc(C)n3n2)c1
.,.,-41,CCNc1nc(NCC)nc(N/N=C/c2ccc(N(C)C)cc2)n1

More structures
sdo1 growth,sdo1 growth Rescue 24 h,Insulin prom inh,canonical_smiles
.,.,46,COc1cc(C(=O)NCc2ccc(-n3cccc3)cc2)cc(OC)c1OC
-1.6,-1.6,16,Cc1cc(C(=O)N/N=C/c2cccc([N+](=O)[O-])c2)c(C)n1-c1ccccc1
-1,-0.25,-58,O=C(Nc1ccccc1N1CCN(c2ccc(F)cc2)CC1)c1ccccc1
1.2,1.3,-44,O=S(=O)(NCc1ccccc1)c1ccc(S(=O)(=O)N(Cc2cccs2)CC2CCCO2)cc1 (stereo unspecified)
-1.2,-1,12,Cc1c(NC(=O)c2nn3c(C(F)(F)F)cc(-c4ccccc4)nc3c2Br)c(=O)n(-c2ccccc2)n1C
-0.76,-0.69,-15,Cc1cc(C)c2nc(C(F)(F)F)nc(N3CC(C)OC(C)C3)c2c1 (stereo unspecified)
0.09,0.22,.,CC1(C)CC(=O)C(=Cc2cn(CCC#N)nc2-c2ccc(Cl)cc2)C(=O)C1
-0.42,0.07,-46,COc1ccc(CCNC(=O)c2nnn(-c3cccc(C)c3)c2N)cc1OC
0.24,0.18,64,O=C(O)c1cccnc1-c1ncccc1C(=O)O
0.42,-0.76,48,Cc1nn(C)c(C)c1NC(=O)c1ccc(Cl)cc1
0.91,0.62,.,CCN(CC)Cc1c[nH]c2c(C(=O)OC)cccc12
0.02,0.09,7,CCC/C(=N\NC(=O)CNC(=O)/C=C/c1ccco1)c1ccccc1
0.91,0.85,13,Cc1cc(C)c(S(=O)(=O)c2ccccc2C(=O)O)c(C)c1
.,.,-57,COc1ccc(N2C(=O)NC3CC2(C)Oc2ccccc23)cc1 (stereo unspecified)
0.43,-0.5,-9,Nc1nc(-c2ccccc2)cn1N
0.15,-0.03,-22,COc1ccccc1NC1=CC(=O)CC(c2ccccc2)C1 (stereo unspecified)
.,.,16,c1ccc(C2=Nn3c(nnc3-c3ccco3)SC2)cc1
0.04,-0.13,38,Cc1ccc(C(=O)OCC(=O)Nc2ccccc2N2CCOCC2)cc1
0.07,-0.18,23,COc1cc(C(=O)Nc2ccc(OCC(=O)O)cc2)cc(OC)c1OC
0.04,-0.56,-7,COc1ccc(-n2nc(C(=O)NCC(=O)NCC3CCCO3)c3ccccc3c2=O)cc1Cl (stereo unspecified)
-1.1,-0.48,54,CCOc1c(Br)cc(C(N)=O)cc1OCc1ccccc1
3.3,0.45,5,CN1C(=O)CC(N2CCC(C(N)=O)(N3CCCCC3)CC2)C1=O (stereo unspecified)
